Screening results deposited in PubChem by National Center for Advancing Translational Sciences (NCATS).
FEN1 inhibitor: blocks human flap endonuclease 1; P39748; Recombinant FEN1 flap cleavage, fluorescence, 15 min; Potency, µM (titrated, usually from 114 µM), without a hit: at the highest dose activity change, negative = inhibition, actives largely listed as inhibitors; 390,000 compounds, 0.35% hits; AID 588795; note: nearly all actives have a fitted effect of over 65% in size
Target sequence (P39748 whole entry, looked up): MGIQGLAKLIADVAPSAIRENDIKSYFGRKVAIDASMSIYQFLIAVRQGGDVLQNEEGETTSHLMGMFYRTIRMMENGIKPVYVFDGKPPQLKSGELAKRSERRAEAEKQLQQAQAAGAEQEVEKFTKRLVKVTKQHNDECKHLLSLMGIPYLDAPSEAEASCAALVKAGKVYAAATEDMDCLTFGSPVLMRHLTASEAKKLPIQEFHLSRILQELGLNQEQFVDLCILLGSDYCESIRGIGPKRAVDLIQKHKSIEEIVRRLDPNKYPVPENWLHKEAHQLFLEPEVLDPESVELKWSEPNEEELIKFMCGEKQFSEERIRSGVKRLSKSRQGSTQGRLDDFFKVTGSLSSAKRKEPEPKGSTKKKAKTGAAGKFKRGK
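Potency values derive from four-parameter Hill fits of normalized qHTS data. The reaction used 10 nM FEN1 preincubated 15 min at room temperature with compound, then 50 nM DNA substrate, read at 0 and 15 min.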
N370S GC: N370S glucocerebrosidase modulation, Gaucher chaperone candidate; N370S GC spleen homogenate, 4MU-glucoside fluorescence; Potency, µM (doses to about 59.4 µM), for inactives: top-dose activity change, negative = inhibition, most hits filed as inhibitors; 330,000 compounds, 0.092% hits; AID 2101;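 note: 0% = full enzyme activity and -100% = no enzyme basal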
TDP1 inh: inhibitors of human tyrosyl-DNA phosphodiesterase TDP1. Potency, µM (titrated, usually from 130 µM), without a hit: at the top dose activity change, negative = inhibition, usual class: inhibitors. 350,000 compounds, 0.28% hits. recombinant TDP1, AlphaScreen DNA substrate cleavage. Q9NUW8; note: nearly all actives have a fitted effect of over 40% in size
Target sequence (Q9NUW8 whole entry, looked up): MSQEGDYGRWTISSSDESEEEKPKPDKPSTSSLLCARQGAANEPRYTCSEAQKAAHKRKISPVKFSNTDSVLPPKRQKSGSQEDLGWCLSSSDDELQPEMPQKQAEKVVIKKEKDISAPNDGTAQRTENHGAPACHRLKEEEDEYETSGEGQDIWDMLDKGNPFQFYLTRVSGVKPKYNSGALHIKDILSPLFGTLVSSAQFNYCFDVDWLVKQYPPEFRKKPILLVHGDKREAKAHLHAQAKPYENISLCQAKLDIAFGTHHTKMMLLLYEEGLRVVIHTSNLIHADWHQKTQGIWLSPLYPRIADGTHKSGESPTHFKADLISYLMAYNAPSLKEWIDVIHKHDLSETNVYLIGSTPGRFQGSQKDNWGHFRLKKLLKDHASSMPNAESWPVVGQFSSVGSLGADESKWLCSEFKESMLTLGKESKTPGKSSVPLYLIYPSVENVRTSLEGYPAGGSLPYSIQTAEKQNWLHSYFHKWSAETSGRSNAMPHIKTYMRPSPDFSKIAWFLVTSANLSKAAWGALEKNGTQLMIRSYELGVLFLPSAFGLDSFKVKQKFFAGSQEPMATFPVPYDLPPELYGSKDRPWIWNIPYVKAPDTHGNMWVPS
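Recombinant human Tdp1 (E. coli-expressed, 1 nM final) preincubated with compounds 15 min at room temperature, then 5'-biotin/3'-phosphotyrosine-FITC DNA substrate (15 nM final) added for 5 min. AlphaScreen beads (10 ug/ml final) added 10 min; cleavage lowers signal.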
* marks the source's active call; other numbers are inactive results; ? = inconclusive; / = no result given; & = joins results of further samples; [ ] = remark or other dose. Calls come from the whole dose curve; as a rule, active = well fitted curve in the direction sought with a large enough effect; inconclusive = small, poorly fitted or top-dose-only effect, or another doubt; inactive = no such curve, though single readings can be large; an effect the other way counts as inactive or inconclusive. Unless noted, % is set by controls: 0 for no effect and ±100 for the full control effect; potency is the fitted concentration of half-maximal effect.

#	Molecule	FEN1 inhibitor	N370S GC	TDP1 inh
1	CCCN1CNc2c(c(=O)[nH]c(=S)n2CCc2c(OC)cccc2OC)C1	-2.1%	/	1.5%
2	Cc1cccc(NC(=O)NNC(=O)c2cc3ccccc3cc2O)c1C	1.6%	-7.8%	2.7%
3	Cc1ccc2c(=O)cc(C(=O)Nc3c(C(=O)c4ccc(F)cc4)oc4ccccc34)oc2c1C	4.2%	/	-2.5%
4	CCCCc1ccc(N=N/C(C(=O)Nc2cc(OC)c(NC(C)=O)cc2OC)=C(/C)O)cc1	9.7%	-6.6%	5.5%
5	COc1ccc(-n2nc(C(=O)Nc3cccc(C)n3)c3c4ccccc4n(C)c3c2=O)cc1	-14.5%	/	0.0%
6	Cc1cccc(Cc2nnc(CCC(=O)NCc3cnc4ccccn34)o2)c1	-6.7%	13.0%	/
7	O=c1[nH]cnc2[nH]ncc12	-2.6%	11.0%&6.1%&8.8%&7.9%	4.8%
8	O=C(Oc1cc(=O)oc2c1c(=O)n1c3c(cccc23)CC1)c1ccccc1	?	8.1%	-1.4%
9	COc1ccc(NC(=O)COC(=O)c2ccc(Cl)c(S(N)(=O)=O)c2)c([N+](=O)[O-])c1	-16.1%	3.7%	-11.4%
10	Cn1ncc(N=Cc2ccccc2)c1C(N)=O	-0.4%	1.4%	0.0%
11	CCOC(=O)c1c(NC(=O)CSc2nc(C)cc(C)c2C#N)sc(C(C)=O)c1C	14.1%	7.8%	0.0%
12	COc1cccc([C@@H]2Oc3ccc(Br)cc3C[C@H]2OC(=O)Nc2ccc(C)c(Br)c2)c1	/	16.0%	-1.2%
13	Cc1ccccc1NC(=O)c1cnc2sc(N3CCCC3)nn2c1=O	3.0%	/	5.8%
14	COc1ccc(-c2c(-c3cc(OC)cc(OC)c3)n(C)c3ccc(-c4ccc(N(C)C)nc4)cc23)cc1	-19.8%	/	5.3%
15	O=C(O)C1CC=C(Cl)CC1C(=O)NCc1ccccc1 (stereo not given)	1.8%	3.2%	2.2%
16	Cc1cc(/C=N/NC(=O)CC#N)c(C)n1-c1ccc([N+](=O)[O-])cc1	7.3%	-0.5%	2.7%
17	COc1ccc(C(CC(=O)Nc2nccs2)n2cccc2)cc1 (stereo not given)	0.1%	-4.2%	8.8%
18	Cc1c(C(=O)NCCSCc2c(Cl)cccc2Cl)cccc1[N+](=O)[O-]	-15.4%	4.3%	3.9%
19	O=C(NCc1ccccn1)C1CCC(=O)N1C1CCCCC1 (stereo not given)	18.4%	-2.1%	2.9%
20	O=C(NNC(=O)C12CC3CC(CC(C3)C1)C2)c1cccc([N+](=O)[O-])c1	-1.0%	1.7%	/
21	O=C1C=C(NCC2CCCO2)CC(c2ccccc2)C1 (stereo not given)	-2.6%	-12.0%[2.35 µM]	-4.0%
22	CCCOc1ccc(/C=C/C(=O)NC2CCCCC2)cc1OC	9.3%	1.0%	/
23	CCCCNC(=O)C1(O)c2ccccc2NC(=O)N1c1ccc(Cl)cc1 (stereo not given)	-3.4%	-0.6%	/
24	CCOc1ccc(CNC(=O)C2CCCN(c3nn4cc(-c5ccc(F)cc5)nc4s3)C2)cc1 (stereo not given)	-1.6%	/	1.2%
25	COc1cccc(-c2nnc(SCCOc3ccc4c(C)cc(=O)oc4c3)o2)c1	-7.0%	5.0%	4.0%
26	Cc1cccc(C(=O)OCC(=O)NCc2cccs2)c1	2.9%	-1.6%	-5.1%
27	CCCN1CCC(=O)N([C@H](CSc2ccccc2)c2ccccc2)CC1	4.0%&-12.0%	?	/
28	O=C(OCC(=O)N1N=C(c2ccc(Cl)cc2)CC1c1ccco1)c1ccccc1O (stereo not given)	2.0%	9.0%	6.1%
29	COc1ccc(/C=C/C(=O)OCC(=O)Nc2ccc3[nH]c(=O)[nH]c3c2)cc1OC	-6.2%	-1.4%	-4.3%
30	N#CN/C(=N\S(=O)(=O)c1ccccc1)c1ccccc1	9.1%	-6.0%	3.1%

Two of the compounds above, with two lines to a compound:
Each structure is followed by: FEN1 inhibitor | N370S GC | TDP1 inh
#29 COc1ccc(/C=C/C(=O)OCC(=O)Nc2ccc3[nH]c(=O)[nH]c3c2)cc1OC
 : -6.2% | -1.4% | -4.3%
#30 N#CN/C(=N\S(=O)(=O)c1ccccc1)c1ccccc1
 : 9.1% | -6.0% | 3.1%

The list goes on.
#	Molecule	FEN1 inhibitor	N370S GC	TDP1 inh
31	COc1ccc(NS(=O)(=O)c2cccc3nsnc23)cc1Cl	-1.6%	-16.8%	/
32	Cc1cccc(NC(=O)CCS(=O)(=O)c2ccc(Cl)cc2)c1	-0.8%	-6.8%	/
33	Cc1cccn2c(=O)c3cc(C(=O)NCCN4CCOCC4)c(=N)n(CCCN4CCOCC4)c3nc12	-7.1%	?	-15.0%
34	O=C(CSc1nnc2ccccn12)c1ccc(OC(F)F)cc1OC(F)F	0.7%	-3.3%	4.2%
35	C/C=N/NC(=O)c1cc(Br)ccc1O	18.2%	9.9%	5.3%
36	CCc1nnc(NC(=O)C2Cc3ccccc3CN2S(=O)(=O)c2c(C)c(C)cc(C)c2C)s1 (stereo not given)	-14.0%	4.5%	4.5%
37	O=C(COc1ccc(F)cc1Cl)Nc1nc(-c2ccccn2)cs1	/	-13.9%	-7.9%
38	Cc1ccc(-n2ccc(=O)c(C(=O)Nc3ccc(S(=O)(=O)Nc4onc(C)c4C)cc3)n2)cc1	6.3%	-16.6%	-2.8%
39	CC(=O)c1sc(NC(=O)c2c(F)cccc2F)nc1C	1.2%	-4.6%	2.3%
40	COc1ccc2c(Cl)c(C(=O)NCc3ccco3)sc2c1	2.8%	6.7%	-3.6%
41	COc1cccc(NC(=O)CN(C)C(=O)CC(NC(=O)c2ccccc2Cl)c2ccccc2)c1 (stereo not given)	3.0%	/	1.8%
42	O=C(Cc1ccccn1)c1ccccc1	-5.7%	-15.4%	5.8%
43	CCOc1ccc(Cl)cc1S(=O)(=O)N1CCC(C(=O)NCc2ccco2)CC1	10.8%	-23.5%	8.9%
44	Cc1ccccc1NC(=S)N(Cc1ccccn1)Cc1ccccc1Cl	4.0%	21.3%	3.7%
45	OCC(O)C1OC(Nc2ccc(Cl)cc2)C(O)C1O (stereo not given)	-1.6%	-8.2%	/
46	CCCCN1C(=O)Cc2c1nc(N)c1c(N)nc(N(CCC)CCC)c(C#N)c21	-12.2%	-3.2%	8.7%
47	O=S(=O)(NCC(c1cccnc1)N1CCN(Cc2ccccc2)CC1)c1ccc(Cl)cc1 (stereo not given)	-3.2%	-6.7%	6.9%
48	O=[N+]([O-])c1ccccc1S(=O)(=O)Nc1cccc(-c2ccc(N3CCOCC3)nn2)c1	-3.1%	-14.6%	/
49	O=C(Nc1ncc2c(n1)-c1ccccc1OC2)c1ccc(Cl)cc1Cl	-13.9%	14.3%	2.0%
50	O=C(NCc1cccnc1)C1CCN(S(=O)(=O)N2CCOCC2)CC1	-0.9%	2.6%	2.0%
51	COc1cccc(CN(C)C(=O)c2ccc(Oc3ccccc3)cc2)c1OC	-13.1%	-28.9%	-8.7%
52	Cc1oc2c(c1C(=O)NCc1cccnc1)C(=O)c1ccccc1C2=O	-2.5%	-1.1%	/
53	COc1ccc2cc(C(=O)N3CCc4ccccc43)[nH]c2c1	-0.9%	-5.3%	/
54	COc1ccc(C(=O)OCc2c(F)cccc2Cl)cc1S(=O)(=O)N1CCOCC1	-7.0%	/	-0.1%[56.1 µM]
55	O=C(NNC(=O)c1ccc(NC(=O)C2CC2)cc1)c1ccc(F)cc1	-3.0%	-4.6%	0.7%
56	COc1ccc(-n2nc(C(=O)Nc3cccc(Cl)c3)c3c4ccccc4n(C)c3c2=O)cc1Cl	5.7%	/	0.0%
57	COc1ccc(-c2noc(C(=O)NCc3ccccc3Cl)n2)cc1OC	-6.4%	1.6%	0.0%
58	O=C(COC(=O)CNS(=O)(=O)c1ccccc1)NC12CC3CC(CC(C3)C1)C2	12.3%	1.0%	-2.7%
59	O=C(OCc1cc(=O)n2nc(C3CC3)sc2n1)c1ccc(F)cc1	20.1%	/	4.5%
60	N#C/C=C/N1CCN(Cc2ccc3c(c2)OCO3)CC1	4.8%	-17.9%	/

Arranged by the number under TDP1 inh (largest number first): 3 of the compounds above
| nr | molecule | TDP1 inh |
| --- | --- | --- |
| 50 | O=C(NCc1cccnc1)C1CCN(S(=O)(=O)N2CCOCC2)CC1 | 2.0% |
| 38 | Cc1ccc(-n2ccc(=O)c(C(=O)Nc3ccc(S(=O)(=O)Nc4onc(C)c4C)cc3)n2)cc1 | -2.8% |
| 9 | COc1ccc(NC(=O)COC(=O)c2ccc(Cl)c(S(N)(=O)=O)c2)c([N+](=O)[O-])c1 | -11.4% |

Along the list, from the results shown:
TDP1 inh, compounds 32–36, in order: /, -15.0%, 4.2%, 5.3%, 4.5%
FEN1 inhibitor, compounds 32–36, in order: -0.8%, -7.1%, 0.7%, 18.2%, -14.0%

Next section
#	Molecule	FEN1 inhibitor	N370S GC	TDP1 inh
61	Cc1ccccc1C(=O)NNC(=O)Nc1ccccc1	/	0.1%	3.0%
62	CN(C)CCCN(C(=O)c1ccc(C(=O)c2ccccc2)cc1)c1nc2ccc(F)cc2s1	-12.1%	?	6.4%
63	CCOC(=O)c1oc2ccccc2c1COC(=O)CNC(=O)c1cc(OC)c(OC)c(OC)c1	-12.5%	-4.1%	/
64	CC(=O)c1ccc(NC(=O)N2CCCC(C(=O)c3ccc4c(c3)OCO4)C2)cc1 (stereo not given)	11.7%	6.9%	?
65	COc1ccc(Cl)c2sc(NC(=O)c3ccc(S(=O)(=O)N4CCCC4)cc3)nc12	6.3%	/	0.0%
66	CN(C(=O)c1cc2c(s1)-c1ccccc1S(=O)(=O)C2)c1ccccc1	1.4%	4.1%	/
67	CC(C)[C@H](CN1CCC[C@H]1CN1C(N)=NC[C@@H]1Cc1ccccc1)N1C[C@@H](Cc2ccccc2)N(CCc2ccc(Cl)c(Cl)c2)C1=N	-31.4%	/	-0.4%
68	COc1ccc(N2CCN(S(=O)(=O)c3cn(C)cn3)CC2)cc1	-1.4%	11.1%	4.0%
69	COc1cc(/C=C/C(=O)Nc2nc3ccc(S(=O)(=O)NC(C)C)cc3s2)cc(OC)c1OC	-2.4%	-16.8%	0.0%
70	c1coc(-c2nnc(NC3=NCCC3)o2)c1	4.9%	-6.5%	4.5%
71	Cc1nnc(SCc2ccc(Cl)c(Cl)c2)s1	-7.0%	6.4%	0.0%
72	CSc1ccc(-c2nc3cc(C)ccn3c2Nc2ccc(C)cc2)cc1	0.0%	/	2.5%
73	CC(=O)OCC1OC(n2cnc3c(=O)[nH]cnc32)C(OC(C)=O)C1OC(C)=O (stereo not given)	/	5.3%	11.3%[56.1 µM]
74	CC1CC(C)CN(CCCNC(=O)CC2Oc3ccccc3NC2=O)C1 (stereo not given)	17.9%	-1.5%	4.9%
75	Cc1cc(C)n(-c2ccc3nncn3n2)n1	12.3%	7.7%	3.6%
76	COc1ccccc1CCNS(=O)(=O)c1ccc(N2CCCCS2(=O)=O)cc1	-6.2%	/	6.2%
77	CC(C)CC1(C)N=C(c2ccccc2)C(=S)N1 (stereo not given)	3.0%	-1.9%	1.2%
78	CCn1c(NC2CCCCC2)nc2ccccc21	-4.4%	1.6%	0.0%
79	CCOc1ccccc1NC(=O)C1CCN(C(=O)c2cccs2)CC1	-0.7%	7.0%	-1.2%
80	O=C(NCc1cccs1)C(=O)NCC(c1ccco1)N1CCN(c2ccccc2)CC1 (stereo not given)	-10.3%	-3.5%	0.0%
81	O=C(NCC(=O)N1CCN(S(=O)(=O)c2ccc3c(c2)OCCO3)CC1)c1ccccc1F	0.1%	/	1.6%
82	Brc1ccc(-c2n(-c3ccccn3)c3ccccc3[n+]2-c2ccccn2)cc1	11.7%	16.0%	1.9%
83	O=S(=O)(c1ccc2c(c1)OCCO2)N1CCC(n2nnc3cc(F)ccc32)CC1	-2.7%	22.7%	4.9%
84	CCCc1[nH]nc2c1C1(CCOC1C)C(C#N)=C(N)O2 (stereo not given)	-8.8%	3.5%	-4.2%
85	COc1ccc(NS(=O)(=O)c2cccc(C(=O)NNC(=O)CNC(=O)c3ccccc3)c2)cc1	13.6%	-6.6%	3.6%
86	O=C(CCC(=O)Nc1cccc([N+](=O)[O-])c1)NCc1ccccc1	21.0%	-7.9%	1.1%
87	CCOc1ccc(-n2c(SCC(=O)Nc3ccc(OC)cc3)nc3c(c2=O)SCC3)cc1	-0.8%	2.5%	4.1%
88	Cc1onc(-c2ccccc2)c1C(=O)N1CCCN(C(=O)c2c(-c3ccccc3)noc2C)CC1	-8.1%	-4.0%	1.1%
89	CC(=O)c1ccccc1OCC(O)CN1CCN(C(c2ccccc2)c2ccccc2)CC1 (stereo not given)	-8.3%	-3.0%	3.2%
